Screening results: PubChem, several laboratories
TRPC6 inhibitor: mouse TRPC6 channel inhibitors, primary screen, cell-based, HEK293, membrane potential dye. ACh-evoked depolarization; active compounds read low. Short transient receptor potential channel 6 (Mus musculus), Q61143. 310,000 tested, 1.1% active. B-score at 10 µM. AID 2553, 2010;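 active = B-score under library mean minus 3 SD, initial fluorescence not abnormally high, positive integrated signal ratio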;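 also: B-score derived from integrated fluorescence ratio over the kinetic read; more negative B-score means stronger inhibition of depolarization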
SKKanGAS inh: S. pyogenes SKKanGAS growth inhibitors in kanamycin, primary screen, streptokinase expression inhibitor project, SKKanGAS strain, BacTiter-Glo luminescence; AID 1662, 2009; inhibition, % at 7.5 µM; 300,000 tested, 1.3% active; 6 h;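 active = mean replicate score, as percent of positive control median, at least 50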;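 also: strain carries kanamycin resistance gene driven by streptokinase promoter and grows in 40 µg/ml kanamycin; loss of luminescence reflects streptokinase promoter inhibition or plain growth inhibition; 0% = median of DMSO wells and 100% = positive control at its reference dose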
Platelet DG rel: inhibitors of platelet dense granule secretion, primary screen, cell-based, MLPCN, human platelets | AID 1663, 2009 | inhibition, %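 (compounds screened at 7.5 µM in platelet-rich plasma)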 | human platelet-rich plasma, SFLLRN dense granule ATP release, luminescence | 300,000 tested, 0.22% active;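 active = mean replicate score, as percent of positive control, at or above 50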
TRPC6 act: mouse TRPC6 channel activators, primary screen, cell-based, HEK293, membrane potential dye; Short transient receptor potential channel 6 (Mus musculus), Q61143; B-score at 10 µM; AID 2550, 2010; HEK293-TRPC6 membrane potential dye fluorescence; active compounds read high; 310,000 tested, 0.13% active;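 active = B-score of the integrated fluorescence ratio above library mean plus 3 SD, and starting fluorescence ratio within library mean plus 5 SD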;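 also: higher score means more depolarization so channel activation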
RGS4 pot: RGS4 potentiators or activators, primary screen, cell-based, HEK293 M3R inducible RGS4, calcium flux | carbachol calcium flux Fluo4; active compounds read low | B-score at 10 µM | 310,000 tested, 0.92% active | AID 463111, 2010;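 active = B-score of the integrated calcium signal more than 4 SD below the library mean, with starting fluorescence not abnormally high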;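 also: negative B-score means reduced calcium response which marks RGS4 activation or potentiation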
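Detection: kinetic calcium fluorescence imaging with Fluo4-AM dye, 2 µM / Material: HEK293 cells with stable M3R and inducible RGS4 / Schedule: recording 10 s baseline at 1 Hz, 100 s post-agonist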
MrgX1 allo act: positive allosteric modulators of MrgX1, primary screen, HEK293 cells, Fluo-4 calcium flux; Mas-related G-protein coupled receptor member X1 (Homo sapiens), Q96LB2; FDSS; active compounds read high; B-score at 10 µM; 310,000 tested, 0.63% active; AID 588675, 2011;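 active = plate-corrected calcium response at least 3 library SD above typical, normal starting fluorescence, not activating the receptor alone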;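 also: compound read alongside a low EC10 to EC30 dose of BAM8-22 agonist; peak minus trough fluorescence over baseline measured at the second addition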
Target sequence (Q96LB2 whole entry, looked up): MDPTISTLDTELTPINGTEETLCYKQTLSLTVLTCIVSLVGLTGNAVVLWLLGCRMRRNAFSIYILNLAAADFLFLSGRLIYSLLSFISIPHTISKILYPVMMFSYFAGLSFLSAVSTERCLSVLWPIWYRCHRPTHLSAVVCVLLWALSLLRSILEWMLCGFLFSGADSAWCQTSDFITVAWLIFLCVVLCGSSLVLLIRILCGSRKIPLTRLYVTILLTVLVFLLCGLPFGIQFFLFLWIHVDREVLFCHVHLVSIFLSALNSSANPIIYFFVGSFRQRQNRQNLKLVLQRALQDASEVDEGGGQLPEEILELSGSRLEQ
MrgX1 antagonist: antagonists of human MrgX1 receptor, primary screen, HEK293 cells, Fluo-4 calcium flux; BAM8-22 antagonism; active compounds read low; 310,000 tested, 1.3% active; AID 588676, 2011; B-score at 10 µM;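 active = calcium-response B-score plate-corrected more than 3 library SD below zero, starting fluorescence within 5 deviations, no agonist response on first addition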;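 also: peak minus trough fluorescence over baseline after final BAM8-22 challenge near maximal dose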
HIF act: HIF pathway transcriptional activators, primary screen, cell-based, U2OS HRE-luciferase, luminescence; activation, % at 7.5 µM (by protocol); 300,000 tested, 0.32% active; AID 1910, 2009; U2OS HRE-luciferase reporter; normalized: DMSO 0%, desferrioxamine 100%;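 active = mean activation of at least 10% of the iron chelator positive control signal, with at least half of replicates also reaching 10%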
RGS4 block: RGS4 inhibitors, primary screen, cell-based, HEK293 M3R inducible RGS4, calcium flux; AID 463165, 2010; 310,000 tested, 0.45% active; Regulator of G-protein signaling 4 (Homo sapiens), P49798; B-score at 10 µM; Fluo-4 calcium flux; active compounds read high; triggered by carbachol at its EC20;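 active = B-score, a plate-corrected calcium signal, over three deviations above library mean, with baseline fluorescence within five deviations of library mean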;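 also: RGS4 expression induced by doxycycline in cells with stable M3 receptor; B-score is computed from the integrated fluorescence ratio over baseline after carbachol; higher B-score means a larger calcium signal and so more RGS4 inhibition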
Target sequence (P49798 whole entry, looked up): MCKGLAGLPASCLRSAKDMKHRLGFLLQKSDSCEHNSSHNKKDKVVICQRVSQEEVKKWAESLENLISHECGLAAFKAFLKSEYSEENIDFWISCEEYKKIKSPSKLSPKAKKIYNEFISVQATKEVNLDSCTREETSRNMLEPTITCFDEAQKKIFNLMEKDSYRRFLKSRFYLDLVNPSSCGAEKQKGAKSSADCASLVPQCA
MrgX1 agonist: agonists of human MrgX1 receptor, primary screen, HEK293 cells, Fluo-4 calcium flux | Mas-related G-protein coupled receptor member X1 (Homo sapiens), Q96LB2 | Fluo-4 calcium fluorescence, agonist mode; active compounds read high | B-score at 10 µM | 310,000 tested, 0.44% active | AID 588627, 2011;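 active = calcium response B-score plate-corrected fluorescence ratio at least 3 library SD, with starting fluorescence B-score inside 5 SD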
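Material: MrgX1-expressing HEK293 cells; input: 15,000 cells per well; doses: test compound given as first of three sequential additions; schedule: overnight plating before 1 h dye loading; technique: Fluo-4 NW calcium-flux fluorescence, kinetic read; evaluation: baseline-normalised fluorescence change ratio, B-scored; control set: plate-wise positive and negative controls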
TRPC4 inh: inhibitors of mouse TRPC4 channel, primary screen, Fluo4 calcium, HEK293 TRPC4beta/mu-opioid cells; DAMGO-evoked Fluo4 calcium flux; active compounds read low; 300,000 tested, 0.39% active; Short transient receptor potential channel 4 (Mus musculus), Q9QUQ5; B-score at 10 µM;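 active = B-score over 3 SD under the library average, no early fluorescence shift, positive overall ratio signal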
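Material: HEK293 cells with stable TRPC4beta plus mu-opioid receptor expression; probe or stimulus: DAMGO in two steps, submaximal then maximal; technique: Fluo4 calcium fluorescence by kinetic imaging, 5 s 1 Hz baseline; measure: integrated fluorescence ratio relative to baseline, converted to per-well B score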
Active calls of the source: *; i = inactive.

SMILES	TRPC6 inhibitor	SKKanGAS inh	Platelet DG rel	TRPC6 act	RGS4 pot	MrgX1 allo act	MrgX1 antagonist	HIF act	RGS4 block	MrgX1 agonist	TRPC4 inh
CN1C(=O)C(=Cc2cn(CC(=O)N3CCCC3)c3ccccc23)C(=O)N(C)C1=O	i	-0.7	-9.1	i	i	i	i	-0.3	i	i	i
CC(=O)N1N=C2C3CCN(CC3)C2C1c1ccc(C)cc1 (stereo not drawn)	i	-3.5	-0.7	i	i	i	i	-0.5	i	i	i
COc1cc(OC)c(OC)cc1/C=C1/C(=O)NC(=O)N(Cc2ccccc2)C1=O	i	5.0	2.8	i	i	i	i	-0.8	i	i	i
CCN(CC)c1ccc(/C=C2\C(=O)NC(=O)N(Cc3ccco3)C2=O)cc1	i	4.0	-0.7	i	i	i	i	-0.3	i	i	i
O=[N+]([O-])c1ccc(N2CCOCC2)c2cccnc12	i	-3.3	8.3	i	i	i	i	0.0	i	i	i
O=C(c1ccc(Cl)cc1)C1CCCN(Cc2cccc3cnccc23)C1 (stereo not drawn)	i	-5.9	30.2	i	-7.28*	i	i	0.5	i	i	i
Cc1ccc(-c2nc3ccccc3c(=O)n2-c2ncccc2C)cc1	i	10.8	1.4	i	i	i	i	-1.2	i	i	i
CCOP(=O)(OCC)C1(O)C(=O)Nc2ccccc21 (stereo not drawn)	i	-1.9	3.0	i	i	i	i	-0.5	i	i	i
O=S(=O)(c1ccccc1)N1CN2CCN(C2)C1	i	4.4	0.1	i	i	i	i	-0.1	i	i	i
Cc1cccn2c(=O)c3c(nc12)N1CCCCC1C1(C3)C(=O)N(C)C(=O)N(C)C1=O (stereo not drawn)	i	3.8	-3.4	i	i	i	i	-0.6	i	i	i
CC(=NCCc1c[nH]c2ccccc12)c1c(O)n(Cc2ccccc2)c(=O)[nH]c1=O	i	16.1	0.5	i	i	i	i	-0.6	i	i	i
CC(N)Cc1c[nH]c2c1ccc1ccccc12 (stereo not drawn)	i	-2.9	1.7	i	i	i	i	0.5	i	i	i
COc1ccc(CCNC2CCCCC2)cc1OC	i	-3.5	-5.1	i	i	i	i	-0.3	i	i	i
CC(Cc1ccccc1)[n+]1cc(/N=C(\N)[O-])on1 (stereo not drawn)	i	3.4	-1.0	i	i	i	i	-0.7	i	i	i
c1ccc2c(CCNC3CCCCC3)c[nH]c2c1	i	6.1	1.4	i	i	i	i	0.1	i	i	i
CNC(C(=O)c1ccccc1)C(OC)c1ccc(C)cc1 (stereo not drawn)	i	3.6	-3.2	i	i	i	i	0.6	i	i	i
O/N=C/c1c[nH]c2ccccc12	i	-3.2	2.9	i	i	i	i	-0.3	i	i	i
O=C1CSC2(CN3CCC2CC3)N1 (stereo not drawn)	i	-0.1	0.0	i	i	i	i	-0.2	i	i	i
Cc1ccsc1C(=O)C1CCCN(Cc2cccn2-c2ccccn2)C1 (stereo not drawn)	i	2.1	7.0	i	i	i	i	1.5	i	i	i
C1CC2NCCC3NCCC(N1)N32 (stereo not drawn)	i	8.3	1.8	i	i	i	i	-1.6	i	i	i
Cn1c(O)c(C=NC2CCN(Cc3ccccc3)CC2)c(=O)[nH]c1=O	i	0.5	2.2	i	i	i	i	-0.9	i	i	i
CCCCn1c(=O)c(C=Nc2ccc(Cl)cc2)c(O)n(Cc2ccco2)c1=O	i	-1.0	6.9	i	i	i	i	-0.2	i	i	i
CCN1CCN(c2ccc(N)cc2)CC1	i	-6.7	-8.8	i	i	i	i	-2.7	i	i	i
CCCCn1c(=O)c(C(=O)NCc2ccco2)c(O)c2ccccc21	i	-10.5	9.1	i	i	i	i	0.0	i	i	i
COc1ccc(S(=O)(=O)Cc2ccc(C(=O)N3CCC4(CC3)OCCO4)o2)cc1	i	0.3	5.7	i	i	i	i	0.9	i	i	i
O=c1[nH]c(O)c(N=Nc2ccc(S(=O)(=O)N3CCOCC3)cc2)c(=O)[nH]1	i	6.5	0.5	i	i	i	i	-0.5	i	i	i
Fc1ccc(CCNCc2ccc(Cl)c(Cl)c2)cc1	i	2.2	1.6	i	i	i	i	-0.2	i	i	i
O=C1c2cccc3cccc(c23)C(=O)N1/N=C/c1c(O)n(-c2ccccc2)c(=O)[nH]c1=O	i	-6.2	-5.5	i	i	i	i	-0.5	i	i	i
O=c1[nH]c(=S)[nH]c(O)c1N=Nc1ccc(S(=O)(=O)N2CCc3ccccc32)cc1	i	10.4	2.7	i	i	i	i	-0.5	i	i	i
CN1C(=O)C(Cc2ccc3c(c2)OCO3)C(=O)N(C)C1=O	i	-4.2	-0.6	i	i	i	i	-0.2	i	i	i
COc1ccc(N2C(=O)CC(N3CC=C(c4ccccc4)CC3)C2=O)cc1 (stereo not drawn)	i	0.7	9.5	i	i	i	i	-0.1	i	i	i
O=c1c2cc(Br)ccc2[nH]c(=S)n1-c1ccccc1	i	5.6	1.0	i	i	i	i	3.1	i	i	i
Nc1ccc2cc(Br)ccc2c1	i	-2.6	-20.4	i	i	i	i	-0.8	i	i	i
CCCCN(Cc1ccccc1)C1CCN(CCc2ccccc2)CC1	i	20.9	5.5	i	i	i	i	-0.5	i	i	i
CN(CCc1ccccc1)Cc1ccccc1[N+](=O)[O-]	i	-4.1	-10.7	i	i	i	i	0.2	i	i	i
COc1ccc(CCn2c(O)c(C=Nc3ccccc3F)c(=O)[nH]c2=O)cc1OC	i	-4.8	1.4	i	i	i	i	-0.6	i	i	i
CCC(C)n1c(C)cc(C(N)=O)c1C (stereo not drawn)	i	-5.2	4.3	i	i	i	i	-0.8	i	i	i
CCC12CN3CCN(CC(C3)C1O)C2 (stereo not drawn)	i	-4.7	-1.9	i	i	i	i	0.0	i	i	i
CCOc1cc(CNCCc2c[nH]c3ccccc23)cc(Cl)c1OCC	i	2.2	15.8	i	i	i	i	-3.9	i	i	i
NC(=O)C1CCN(/C=C2\C(=O)NC(=O)N(Cc3ccco3)C2=O)CC1	i	2.2	-1.2	i	i	i	i	-0.3	i	i	i
CC(C)c1ccc(-n2c(O)c(C=NC(CCS(C)=O)C(=O)O)c(=O)[nH]c2=S)cc1 (stereo not drawn)	i	4.1	8.0	i	i	i	i	-2.8	i	i	i
CS(=O)(=O)NNP(=O)(NNS(C)(=O)=O)NC(=O)c1ccc(Br)cc1	i	-11.8	-8.9	i	i	i	i	-0.2	i	i	i
CCN(CC)CCCN=C(C)c1c(O)n(-c2ccc(C)cc2)c(=O)[nH]c1=O	i	7.8	6.0	i	i	i	i	0.1	i	i	i
CC(C(O)c1ccccc1)N(C)CCn1cnc2c1c(=O)n(C)c(=O)n2C (stereo not drawn)	i	1.4	5.2	i	i	i	i	-0.4	i	i	i
Clc1cc(Cl)cc(NC2=NCCS2)c1	i	14.5	-1.1	i	i	i	i	-0.2	i	i	i
O=C1OCCN1P(=O)(c1ccccc1)c1ccccc1	i	-3.8	0.2	i	i	i	i	-0.3	i	i	i
c1ccc(NC2=NCCCS2)cc1	i	1.5	-1.1	i	i	i	i	1.0	i	i	i
CCN(CC)S(=O)(=O)c1ccc(C)c(NCC(=O)Nc2ccc(C#N)c(Cl)c2)c1	i	4.1	4.0	i	i	i	i	0.0	i	i	i
Cn1c(O)c(Cc2ccc(OCc3ccccc3)cc2)c(=O)n(C)c1=O	i	2.6	3.2	i	i	i	i	3.9	i	i	i
Cc1sc2ncn(CC(=O)NCC(=O)N3CCC4(CC3)OCCO4)c(=O)c2c1C	i	-1.4	-5.4	i	i	i	i	-0.6	i	i	i
Next compounds
SMILES	TRPC6 inhibitor	SKKanGAS inh	Platelet DG rel	TRPC6 act	RGS4 pot	MrgX1 allo act	MrgX1 antagonist	HIF act	RGS4 block	MrgX1 agonist	TRPC4 inh
CC(C)OP(=O)(OC(C)C)C(O)c1ccc(Br)cc1 (stereo not drawn)	i	-6.8	-18.4	i	i	i	i	0.5	i	i	i
COc1ccc(CC2(CCc3ccccn3)C(=O)NC(=O)N(c3ccccc3C)C2=O)cc1OC (stereo not drawn)	i	-28.4	-4.4	i	i	i	i	-0.6	i	i	i
CNC(=O)c1cccn(Cc2ccc(C(F)(F)F)cc2)c1=O	i	-12.3	-4.2	i	i	i	i	-0.1	i	i	i
CNP(=S)(NC)OCCOc1ccc(OC)cc1	i	2.4	-1.0	i	i	i	i	-0.3	i	i	i
CC(=NCCCN1CCOCC1)c1c(O)n(Cc2ccccc2)c(=O)[nH]c1=O	i	-12.2	7.7	i	i	i	i	-0.4	i	i	i
Cc1ccc2nc3c(cc2c1)CC1(C(=O)N(C)C(=O)N(C)C1=O)C1COCCN31 (stereo not drawn)	i	0.5	-0.2	i	i	i	i	0.4	i	i	i
CCSc1nnc([C@@H](N)Cc2c[nH]c3ccccc23)o1	i	0.2	1.0	i	i	i	i	0.2	i	i	i
CN1CCN(c2ncnc3c2cnn3C)CC1	i	-2.2	3.7	i	i	i	i	0.2	i	i	i
CN(C)CC#CCn1c2ccccc2c2ccccc21	i	4.0	0.5	i	i	i	i	-0.2	i	i	i
COc1ccc(C(O)c2ccccc2OP(=O)(N(C)C)N(C)C)cc1 (stereo not drawn)	i	4.5	0.4	i	i	i	i	-0.3	i	i	i
CCC1(C)CC(CCNCc2ccc(N(C)C)cc2)(c2ccc(F)cc2)CCO1 (stereo not drawn)	i	0.1	-1.5	i	i	i	i	-0.5	i	i	i
COc1ccc(-n2c(O)c(C=NCCN(C)C)c(=O)[nH]c2=O)cc1	i	6.2	6.5	i	i	i	i	0.0	i	i	i

These rows are one share of the data; rates above refer to the full screens.
